ERp5 inh – ERp5 (human) disulfide isomerase inhibition; Q15084; ERp5 insulin aggregation, absorbance 650 nm, 90 min; inhibition, % at 9.99 µM; 350,000 compounds, 0.05% hits; AID 651711;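 active = mean replicate inhibition above about 25%, with every replicate also reaching it, limit read from the data, passing the limit was not always enough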
Target sequence (Q15084 whole entry, looked up): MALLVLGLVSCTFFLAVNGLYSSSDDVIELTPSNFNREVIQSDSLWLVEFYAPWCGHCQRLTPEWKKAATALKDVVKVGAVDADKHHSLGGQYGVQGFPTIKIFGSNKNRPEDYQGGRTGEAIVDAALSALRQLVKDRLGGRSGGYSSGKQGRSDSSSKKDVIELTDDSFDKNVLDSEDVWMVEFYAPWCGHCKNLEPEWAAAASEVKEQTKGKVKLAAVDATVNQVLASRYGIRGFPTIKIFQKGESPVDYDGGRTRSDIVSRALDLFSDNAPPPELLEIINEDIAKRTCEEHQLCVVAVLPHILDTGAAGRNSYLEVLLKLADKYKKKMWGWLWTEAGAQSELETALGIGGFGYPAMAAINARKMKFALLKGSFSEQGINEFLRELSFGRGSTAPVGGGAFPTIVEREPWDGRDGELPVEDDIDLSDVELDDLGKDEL
SIRT5 block – sirtuin-5 (human) deacylase inhibition; inhibition, % at 15 µM; Purified SirT5, succinyl-peptide AMC, trypsin-coupled fluorescence; AID 652115; 330,000 compounds, 1.1% hits; in the data active = inhibition above about 15%
Target sequence (Q9NXA8 whole entry, looked up): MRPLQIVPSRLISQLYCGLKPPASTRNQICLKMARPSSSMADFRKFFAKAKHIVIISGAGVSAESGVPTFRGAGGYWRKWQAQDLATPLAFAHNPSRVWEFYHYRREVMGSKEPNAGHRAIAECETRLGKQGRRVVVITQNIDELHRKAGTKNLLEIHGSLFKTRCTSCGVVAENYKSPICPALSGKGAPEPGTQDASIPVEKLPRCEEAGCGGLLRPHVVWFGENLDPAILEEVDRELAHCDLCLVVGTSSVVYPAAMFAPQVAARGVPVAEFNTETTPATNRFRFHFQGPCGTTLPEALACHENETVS
* hit, by the source's call; & = joins results of further samples.

SMILES | ERp5 inh | SIRT5 block
COc1cccc(CNC(=O)[C@@H]2CCCN2C(=O)[C@H]2CCCCN2C(=O)c2cccc(Cl)c2)c1 | -5 | -3
COc1ccc(C2=Nc3nc(-c4ccccc4)cn3C(c3ccc(OC)cc3)C2)cc1 (stereo not drawn) | -6 | 4
O=C(c1cccc(F)c1)N1CC(=O)N2[C@H](CO)[C@H](c3ccc(C4=CCCCC4)cc3)[C@@H]2C1 | -4 | 0
COc1ccc(Cn2c(CCC(=O)NCCC(C)C)nc3ncccc3c2=O)cc1 | 2 | -1
CC(=O)C1=C(C)NC(=O)CC1c1ccccc1Cl (stereo not drawn) | 2 | 0
COC(=O)[C@H](Cc1ccccc1)N1Cc2ccccc2Oc2cc(Br)ccc2S1(=O)=O | 1 | -1
CCCNC(=O)NC[C@H]1CC[C@@H]2[C@@H](CN2S(=O)(=O)c2ccccc2[N+](=O)[O-])O1 | 4 | -2
C[C@@H]1CN([C@H](C)CO)C(=O)c2cc(/C=C/c3ccccc3)cnc2O[C@@H]1CN(C)C(=O)C1CC1 | 7 | -27
Cn1cccc1/C=N/NC(=O)c1sc2cc(Cl)ccc2c1Cl | -1 | -2
CN1c2ccc(C3=CCCCC3)cc2[C@@H]2[C@@H](CCN2C(=O)C2CCC2)[C@@H]1CO | -4 | 2
CC1(C)Cc2c(sc3ncnc(NNC(=S)NCc4ccccc4)c23)CO1 | 9 | -5
O=C(NCCN1CCC(n2c(=O)[nH]c3ccccc32)CC1)c1ccc(Cl)c(Cl)c1 | -2 | -1
O=C(c1ccccc1F)N1CC(=O)N2[C@H](CO)[C@H](c3ccc(C#Cc4ccccc4)cc3)[C@H]2C1 | 2 | 1
O=C(O)Cn1cnc2c(NCc3ccccc3)ncnc21 | -1 | 0
Cc1ccccc1/C=C/C(=O)NCC(=O)N1CCC(N(C)C2CCCCC2C)CC1 (stereo not drawn) | 3 | -3
Cc1cc2c(cc1C)-n1nnnc1C(N1CCCC1)C(=O)N2 (stereo not drawn) | -4 | -5
O=C(C[C@H]1CC[C@@H]2NC[C@H](O)COC[C@H]2O1)NCCN1CCCC1 | 7 | -12
COc1ccc(-c2cn(CC[C@@H]3CC[C@H](NC(=O)Nc4ccc(F)cc4)[C@@H](CO)O3)nn2)cc1 | 3 | 0
O=C(c1ccc(F)cc1)N1C[C@@H]2N[C@H](C1)C2c1ccc(/C=C/c2ccccc2)cc1 (stereo partly drawn) | -5&1 | 14&0
O=S(=O)(c1ccccc1)N1CCN=C1SCc1ccccc1 | 4 | -3
O=c1[nH][nH]c2c1[C@H](CCc1cccc(Cl)c1)O[C@H](CCc1ccccc1)C2 | 0 | 2
O[C@@H](Cc1ccccc1)[C@@H](/C=C/c1ccccc1)NCCc1ccccc1 | 8 | 8
CCn1c(SCC(=O)Nc2oc(C)c3c(C)n[nH]c(=O)c23)nnc1-c1ccco1 | -6 | 1
CN(C)C(=O)C[C@@H]1CC[C@@H]2[C@H](COc3ccc(NC(=O)C4CCCC4)cc3C(=O)N2C)O1 | -1 | -1
O=C(Cc1ccccc1)N1CC(=O)N2[C@@H](CO)[C@H](c3ccc(C#Cc4ccccc4)cc3)[C@@H]2C1 | 0 | 1
CCCCCCCCN1C(=O)[C@H](CC(=O)N2CCSCC2)C[C@@]2(C(=O)OC)CCCCC=C12 | -4 | -1
O=C(CCCOc1ccc(Cl)cc1Cl)N/N=C/c1ccco1 | 2 | 4
CC(C)n1nc(C(=O)N2CCN(S(=O)(=O)c3cccs3)CC2)c2ccccc2c1=O | -4 | -8
COc1ccc2c3c(n(C)c2c1)[C@H](CO)N(C(=O)C1CCC1)CC31CN(Cc2cccc(F)c2)C1 | -4 | -10
O=S(=O)(c1ccccc1F)N1C[C@@H]2N[C@H](C1)C2c1ccc(-c2ccncc2)cc1 (stereo partly drawn) | -5 | 1
C[C@H](CO)N1C[C@H](C)[C@H](CN(C)C(=O)C2CCC2)Oc2ncc(C#CCc3ccccc3)cc2C1=O | -1 | 3
CCCNC(=O)N1CC2(C1)[C@@H](c1ccccc1)[C@H](CO)N2C(=O)C1CCCC1 | -1 | 4
CC(C)NC(=O)C1(C)CSCC(=O)N1CCOc1ccccc1 (stereo not drawn) | -3 | -4
COc1ccc(NC(=S)NCc2cccs2)c(OC)c1 | -1 | 6
COc1ccc(CNC(=O)[C@@H](Cc2ccccc2)NC(=O)[C@H]2O[C@@H](n3ccc(=O)[nH]c3=O)[C@H](O)[C@@H]2O)cc1 | 0 | 1
CC(C)NC(=O)C1(C)CSCC(=O)N1CC(F)(F)F (stereo not drawn) | 0 | -2

Fetched by structure from above:
SMILES | ERp5 inh | SIRT5 block
O=C(Cc1ccccc1)N1CC(=O)N2[C@@H](CO)[C@H](c3ccc(C#Cc4ccccc4)cc3)[C@@H]2C1 | 0 | 1
C[C@H](CO)N1C[C@H](C)[C@H](CN(C)C(=O)C2CCC2)Oc2ncc(C#CCc3ccccc3)cc2C1=O | -1 | 3
CC(C)n1nc(C(=O)N2CCN(S(=O)(=O)c3cccs3)CC2)c2ccccc2c1=O | -4 | -8
COc1ccc2c3c(n(C)c2c1)[C@H](CO)N(C(=O)C1CCC1)CC31CN(Cc2cccc(F)c2)C1 | -4 | -10

Next part
SMILES | ERp5 inh | SIRT5 block
O=C(COC(=O)c1sc2cc(Cl)ccc2c1Cl)Nc1ncc(Cl)cc1Cl | -1 | -1
O=C(c1ccccc1F)N1CC(=O)N2[C@H](C1)[C@@H](c1ccc(C#Cc3ccccc3)cc1)[C@@H]2CO | 0 | -1
COc1ccc2cc(C3CC=C(COC(C)=O)CN3S(=O)(=O)c3ccccc3[N+](=O)[O-])n(C(=O)OC(C)(C)C)c2c1 (stereo not drawn) | 4 | -3
C[C@H](O)[C@@H]1C(=O)N2CCc3c([nH]c4c(-c5ccc6c(c5)OCO6)cccc34)[C@@H]2C[C@@H]1N(C)C(=O)NC1CCCCC1 | 3 | 11
CC(C)(O)C#Cc1cccc(-c2nc(C(=O)N[C@@H]3CCN(Cc4ccccc4)C3)cc3c2[C@@H](CCO)N(S(=O)C(C)(C)C)C3)c1 (stereo partly drawn) | -2 | 2
O=C(C(=O)N1CCN(c2ccccc2)CC1)c1ccco1 | 1 | 1
C[C@@H]1ON(C)[C@H]2C[C@H]3c4[nH]c5cccc(-c6cccc(F)c6)c5c4CCN3C(=O)[C@@H]12 | -2 | -6
O=C(Nc1ccc(F)cc1)OC[C@@H]1CSCCS(=O)(=O)N1 | -2 | -2
COC(=O)c1ccc(N2C(c3ccsc3)=Cc3cc4c(cc3C2CC(=O)c2ccco2)OCO4)cc1 (stereo not drawn) | -12 | -5
COc1ccc(NC(=O)N(C)[C@H]2C[C@H]3c4[nH]c5c(-c6ccccc6)cccc5c4CCN3C(=O)[C@H]2[C@H](C)O)cc1 | 5 | 0
COc1ccccc1C#Cc1ccc2c(c1)[C@@H]1[C@@H](CCN1C(=O)CN1CCOCC1)[C@H](CO)N2 | -3 | -3
O=C(c1cccnc1)N1CC(=O)N2[C@H](CO)[C@@H](c3ccc(/C=C/c4ccccc4)cc3)[C@H]2C1 | 2 | 6

3 compounds out of the list, ordered by molar mass, falling.
SMILES | ERp5 inh | SIRT5 block
COC(=O)c1ccc(N2C(c3ccsc3)=Cc3cc4c(cc3C2CC(=O)c2ccco2)OCO4)cc1 (stereo not drawn) | -12 | -5
Cc1ccccc1/C=C/C(=O)NCC(=O)N1CCC(N(C)C2CCCCC2C)CC1 (stereo not drawn) | 3 | -3
O=C(C(=O)N1CCN(c2ccccc2)CC1)c1ccco1 | 1 | 1

(cont.)
SMILES | ERp5 inh | SIRT5 block
O=C(c1cnccn1)N1CC(=O)N2[C@@H](CO)[C@@H](c3ccc(-c4ccc(F)cc4)cc3)[C@@H]2C1 | -6 | -2
C[C@H](CO)N1C[C@H](C)[C@@H](CN(C)S(=O)(=O)c2cn(C)cn2)Oc2ccc(NS(=O)(=O)c3cn(C)cn3)cc2C1=O | 4 | -3
COc1ccc(N2CCN(C(=O)C(=O)c3cc(OC)c(OC)c(OC)c3)CC2)cc1 | -2 | 1
CCCCC[C@@H](C)N1C[C@@H](COCc2ccccc2)Oc2cc(N3CCC[C@@H]3COC)ccc2S1(=O)=O | 2 | -2
O=C1NC[C@H](CCCCN2CCN(CC3CCCCC3)C(=O)C2=O)N(Cc2ccccc2)C1=O | 2 | -1
Cc1nc(C2CCC3C4CCC5=CC(=O)CC[C@]5(C)C4CC[C@]23C)cs1 (stereo partly drawn) | -2 | -1
Cc1ccc(CN2CC(=O)N3[C@H](CO)[C@H](c4ccc(Br)cc4)[C@H]3C2)cc1 | -2 | -2
COc1ccc2c3c([nH]c2c1)[C@@H](CO)N(C(=O)C1CCOCC1)CC31CCN(S(C)(=O)=O)CC1 | 3 | -1
Cc1ccc(C(=O)N/C(=C\c2ccc(-c3ccccc3[N+](=O)[O-])o2)C(=O)NCCCN(C)C)cc1 | -1 | 1
CC(C)CNC(=O)/C=C/C(=O)O | 4 | -2
CN(CCC#N)C(=O)COC(=O)c1cccnc1Nc1ccccc1F | -22 | 7
COc1ccc(/C=C/C(=O)c2cc(Br)ccc2O)cc1OC | 0 | -1

Part of the list above, as a markdown table.
| molecule | ERp5 inh | SIRT5 block |
| --- | --- | --- |
| C[C@H](CO)N1C[C@H](C)[C@@H](CN(C)S(=O)(=O)c2cn(C)cn2)Oc2ccc(NS(=O)(=O)c3cn(C)cn3)cc2C1=O | 4 | -3 |
| COc1ccc(N2CCN(C(=O)C(=O)c3cc(OC)c(OC)c(OC)c3)CC2)cc1 | -2 | 1 |
| CCCCC[C@@H](C)N1C[C@@H](COCc2ccccc2)Oc2cc(N3CCC[C@@H]3COC)ccc2S1(=O)=O | 2 | -2 |
| O=C1NC[C@H](CCCCN2CCN(CC3CCCCC3)C(=O)C2=O)N(Cc2ccccc2)C1=O | 2 | -1 |
| Cc1nc(C2CCC3C4CCC5=CC(=O)CC[C@]5(C)C4CC[C@]23C)cs1 (stereo partly drawn) | -2 | -1 |
| Cc1ccc(CN2CC(=O)N3[C@H](CO)[C@H](c4ccc(Br)cc4)[C@H]3C2)cc1 | -2 | -2 |

Later entries
SMILES | ERp5 inh | SIRT5 block
O=C(c1cnccn1)N1CC(=O)N2[C@H](C1)[C@@H](c1ccc(-c3ccc(F)cc3)cc1)[C@@H]2CO | 1 | 1
CN(C)C(=O)C[C@@H]1C=C[C@@H](NC(=O)C2CCOCC2)[C@H](CO)O1 | -4 | 0
CCC(=O)N1CC2(CN(Cc3ccc(F)cc3)C2)c2c(n(C)c3cc(OC)ccc23)[C@H]1CO | -1 | -5
CCCCn1c(=O)c2c(nc3n2CCCN3Cc2ccccc2)n(C)c1=O | 0 | -6
CCSc1nnc(NC(=O)c2cc(-c3ccc(C)c(C)c3O)n[nH]2)s1 | 8 | -4
COc1ccc(NC(=O)N2CC(=O)N3[C@H](CO)[C@H](c4ccc(/C=C/c5ccccc5)cc4)[C@H]3C2)cc1 | -4 | 3
Cc1cccc(C)c1NC(=S)NC(=O)c1cccc(Cl)c1 | 6 | -6
COc1ccc(-c2ccccc2[C@@H]2[C@H](C#N)N(C(=O)c3cccnc3)[C@H]2CO)cc1 | -5 | -10
COc1ccc([N+](=O)[O-])cc1NCc1cccc([N+](=O)[O-])c1 | 3 | -3
O=C(C1CC1)N1CC(=O)N2[C@H](C1)[C@@H](c1ccc(C#CCc3ccccc3)cc1)[C@@H]2CO | 0 | -3
O=C(NCC(c1ccco1)N1CCCCC1)c1cccc(NS(=O)(=O)c2ccc(Br)cc2)c1 (stereo not drawn) | -3 | -4
COCc1cc(N2CCNC[C@@H]2C)ccc1N1CCN(Cc2ccccc2)[C@@H](C)C1 | -10 | -2

Whole records from above. Values in the order: ERp5 inh	SIRT5 block
CCCCn1c(=O)c2c(nc3n2CCCN3Cc2ccccc2)n(C)c1=O as listed: 0	-6
COCc1cc(N2CCNC[C@@H]2C)ccc1N1CCN(Cc2ccccc2)[C@@H](C)C1 as listed: -10	-2

Next section.
SMILES | ERp5 inh | SIRT5 block
COc1cccc(-c2cc(CNC(=O)[C@H]3O[C@@H](n4cnc(C(N)=O)n4)[C@H](O)[C@@H]3O)no2)c1 | -3 | 2
CC=Cc1ccc2n(c1=O)C[C@@H]1[C@@H](CO)[C@H](C(=O)NCCC)[C@H]2N1C(=O)c1ccncc1 (mixture of isomers) | 4 | 1
COCC#Cc1ccc([C@H]2[C@H]3CN(C(=O)Nc4ccccc4F)CC(=O)N3[C@H]2CO)cc1 | 2 | -4
CO[C@H]1CN(C)C(=O)c2cc(NC(=O)CC(F)(F)F)ccc2OC[C@H](C)NC[C@@H]1C | -4 | 0

Screening results as filed in PubChem.

A portion of the library; count on the stated rates, not on these rows.
